HSF1 activator = increases HSF-1 driven luciferase reporter signal. hit rate 1.7% among 300,000. activation, % at 9 µM. NIH3T3-HGL HSF-1 luciferase reporter, MG132, 8 h; 100% = twice DMSO control signal;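 active = mean replicate activation of at least 50% with a set share of replicates each reaching 50%; inconclusive = only one of those two conditions met; inactive = mean below 50% and too few replicates reaching it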;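 note: 0% = median of the neutral control wells and 100% = twice that signal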
AI-2 QS modul = modulators of Vibrio harveyi AI-2 quorum sensing system | hit rate 0.4% among 300,000 | activity change, % at 7.5 µM | Vibrio harveyi JMH597 AI-2 luminescence/OD600 ratio, 9 h; hits give low values; strain lacks LuxN and CqsS sensors; 0 = neutral-control median | AID 2094; in the data active = activity change below about -75%, passing the limit was not always enough; inconclusive = no clear call, values can overlap the other calls;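 note: luminescence divided by OD600 gain over 9 h not by final OD600 alone; inactives centre near 13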
IEC-6 tox = kills IEC-6 intestinal cells in KLF5 counter-screen | inhibition, % at 5 µM | IEC-6 cytotoxicity, luminescence viability | hit rate 0.78% among 290,000 | AID 1825; in the data active = inhibition above about 22%;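 note: 0% = plate median of test compound wells and 100% = cytotoxic reference compound wells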
HSP90 inh = blocks HSP90-mediated luciferase refolding in reticulocyte lysate; Rabbit reticulocyte lysate, luciferase refolding luminescence, 3 h; inhibition, % at 5.6 µM; hit rate 0.91% among 290,000;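 active = inhibition above the screen-wide mean plus 3 SD, computed separately per campaign, cut at about 16% in these data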;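 note: 0% = DMSO wells and 100% = 60 µM geldanamycin wells; inhibitors lower the luminescence because luciferase stays unfolded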
HIF activator = HIF pathway transcriptional activation | activation, % at 7.5 µM (by protocol) | hit rate 0.32% among 300,000 | U2OS HRE-luciferase reporter, luminescence; normalized: DMSO 0%, desferrioxamine 100%;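 active = mean activation of at least 10% of the iron chelator positive control signal, with at least half of replicates also reaching 10%; inconclusive = mean and replicate majority disagree about reaching 10%; inactive = mean and most replicates under 10%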
HSF1 inhib = HSF1 inhibition. NIH3T3-HGL HSE-luciferase, MG132-induced, luminescence 8 h; hits give low values. activity change, negative = inhibition, % at 7.5 µM (by protocol). hit rate 0.77% among 300,000. AID 2098;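 active = more than half of replicate wells show activity change below -50%, luminescence cut by over half; inconclusive = some wells, but at most half, below -50%; inactive = no replicate well below -50%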;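 note: luciferase reports HSF-1 transcriptional activity via heat shock element; 0% = median of DMSO wells and -100% = zero luminescence signal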
Platelet DG rel = platelet dense granule release activity. human platelet-rich plasma, SFLLRN dense granule ATP release, luminescence. inhibition, %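 (compounds screened at 7.5 µM in platelet-rich plasma)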. AID 1663. hit rate 0.22% among 300,000;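 active = mean replicate score, as percent of positive control, at or above 50; inconclusive = mean below 50 but at least one replicate at or above 50; inactive = mean and every replicate below 50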
aSyn UTR inh = 5' untranslated region of α-synuclein, MLPCN primary screen; alpha-synuclein 5'UTR reporter, inhibitor activity; hit rate 0.82% among 300,000; inhibition, % (tested at 7.5 µM); AID 1813; in the data active = inhibition above about 60%; inconclusive = no clear call, values can overlap the other calls;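 note: H4 neuroglioblastoma cells stably carrying SNCA 5'UTR luciferase fusion; 0% = DMSO wells and 100% = positive control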
SKKanGAS inh = SKKanGAS growth inhibition | S. pyogenes SKKanGAS, kanamycin growth, BacTiter-Glo, 6 h | inhibition, % at 7.5 µM | hit rate 1.3% among 300,000;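 active = mean replicate score, as percent of positive control median, at least 50; inconclusive = mean below 50 but one replicate at or above 50; inactive = mean and every replicate below 50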;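 note: strain carries kanamycin resistance gene driven by streptokinase promoter and grows in 40 µg/ml kanamycin; loss of luminescence reflects streptokinase promoter inhibition or plain growth inhibition; 0% = median of DMSO wells and 100% = positive control at its reference dose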
KLF5 inhibitor = kruppel-like factor 5 inhibition | DLD-1 KLF5 promoter-luciferase reporter, luminescence | inhibition, % at 5 µM | hit rate 0.23% among 290,000 | AID 1700;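 active = inhibition above a per-plate limit of that plate's mean compound inhibition plus 3 SD, cut at about 60% in these data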;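 note: 0% = DMSO wells and 100% = LY294002 at 200 µM; higher means less KLF5 promoter-driven luciferase light; inactives centre near -14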
An asterisk follows results filed as active; ? = inconclusive; . = not tested or not shown.

SMILES	HSF1 activator	AI-2 QS modul	IEC-6 tox	HSP90 inh	HIF activator	HSF1 inhib	Platelet DG rel	aSyn UTR inh	SKKanGAS inh	KLF5 inhibitor
O=C(Nc1cc(Cl)cc(Cl)c1)C(NCC1CCCO1)c1ccccc1 (configuration not stated)	-9	14	5	3	-0.7	1	-2	35	-6	14
Cc1ccc(OCCC(=O)OCC(=O)N2CCN(S(=O)(=O)c3ccc(Cl)cc3)CC2)cc1	31	19	.	.	-0.4	11	-18	7	-14	.
Cc1cccn2c(CNCCSc3nccn3C)c(C(=O)N3CCCCC3)nc12	1	20	-4	5	-0.7	-8	11	-16	0	-21
CCN(C(=O)c1cc2c(=O)n3cccc(C)c3nc2s1)C1CCCCC1	-13	11	5	7	1.8	-1	6	-54	-1	-22
O=C(Cn1nc(C(F)(F)F)c2c1CCCC2)NCCN1CCOCC1	-1	17	-2	-5	0.0	-7	8	4	2	-8
N#C/C(=C\c1ccc(F)cc1)C(=O)NC1CCS(=O)(=O)C1 (configuration not stated)	12	8	-1	2	-1.2	3	?	-2	-1	-36
C=CCn1c(SCc2ccccc2)nc2scc(-c3ccc(C)o3)c2c1=O	9	31	0	0	-0.1	3	12	2	0	-37
COc1ccc(Br)cc1CN(C)CC(=O)Nc1cc(Cl)cc(Cl)c1	45	8	-1	1	-0.2	15	18	-1	-3	-7
COc1ccc(NC(=O)c2nn(C34CC5CC(CC(C5)C3)C4)cc2[N+](=O)[O-])cc1	0	28	-2	0	0.1	-1	-33	-1	8	-27
CCCn1c(N2CCN(C(=O)Nc3ccc(Cl)cc3)CC2)nc2ccccc21	13	10	-1	1	-0.4	2	0	39	17	-48
O=C(/C=C/c1ccc(O)cc1)c1ccc(NC2=C(N3CCCCC3)C(=O)c3ccccc3C2=O)cc1	2	10	-4	1	.	-1	30	-35	13	46
CC(=O)N1C(c2ccccc2O)C[C@]2(C)CC(=O)NC12 (some centres not stated)	-19	13	-5	-1	-0.2	-13	-4	-10	2	13

A section taken from the entries so far:
SMILES	HSF1 activator	AI-2 QS modul	IEC-6 tox	HSP90 inh	HIF activator	HSF1 inhib	Platelet DG rel	aSyn UTR inh	SKKanGAS inh	KLF5 inhibitor
Cc1cccn2c(CNCCSc3nccn3C)c(C(=O)N3CCCCC3)nc12	1	20	-4	5	-0.7	-8	11	-16	0	-21
CCN(C(=O)c1cc2c(=O)n3cccc(C)c3nc2s1)C1CCCCC1	-13	11	5	7	1.8	-1	6	-54	-1	-22
O=C(Cn1nc(C(F)(F)F)c2c1CCCC2)NCCN1CCOCC1	-1	17	-2	-5	0.0	-7	8	4	2	-8
N#C/C(=C\c1ccc(F)cc1)C(=O)NC1CCS(=O)(=O)C1 (configuration not stated)	12	8	-1	2	-1.2	3	?	-2	-1	-36
C=CCn1c(SCc2ccccc2)nc2scc(-c3ccc(C)o3)c2c1=O	9	31	0	0	-0.1	3	12	2	0	-37
COc1ccc(Br)cc1CN(C)CC(=O)Nc1cc(Cl)cc(Cl)c1	45	8	-1	1	-0.2	15	18	-1	-3	-7
COc1ccc(NC(=O)c2nn(C34CC5CC(CC(C5)C3)C4)cc2[N+](=O)[O-])cc1	0	28	-2	0	0.1	-1	-33	-1	8	-27
CCCn1c(N2CCN(C(=O)Nc3ccc(Cl)cc3)CC2)nc2ccccc21	13	10	-1	1	-0.4	2	0	39	17	-48
O=C(/C=C/c1ccc(O)cc1)c1ccc(NC2=C(N3CCCCC3)C(=O)c3ccccc3C2=O)cc1	2	10	-4	1	.	-1	30	-35	13	46
CC(=O)N1C(c2ccccc2O)C[C@]2(C)CC(=O)NC12 (some centres not stated)	-19	13	-5	-1	-0.2	-13	-4	-10	2	13

Remaining list, next part.
SMILES	HSF1 activator	AI-2 QS modul	IEC-6 tox	HSP90 inh	HIF activator	HSF1 inhib	Platelet DG rel	aSyn UTR inh	SKKanGAS inh	KLF5 inhibitor
CCOc1ccccc1/C=C(\NC(=O)c1ccccc1)C(=O)NCCC(=O)O	13	11	-5	-8	1.6	0	2	-47	-2	-50
Fc1cccc(Cc2noc(CN3CCOCC3)n2)c1	-10	-2	1	-3	0.0	3	6	-3	-2	-17
O=C(COC(=O)C1CCN(S(=O)(=O)c2cccs2)CC1)c1ccccc1	-2	27	-4	-3	0.1	-2	-3	-15	-1	-33
O=C(c1cccc(Cl)c1)N1CCN(c2ccc(N3CCOCC3)nn2)CC1	-5	-2	.	.	0.1	-1	-2	1	4	.
Cc1ccc(S(=O)(=O)N2CCC(=O)N(CCOCc3ccc(F)cc3)CC2)cc1	11	11	2	-2	-0.2	6	3	5	-4	-8
CC(C)COc1cccc(C(=O)NC(=S)NCc2cccnc2)c1	-10	17	4	-1	-0.5	6	2	13	-11	5
COc1ccc(C=O)cc1COc1ccc(C)cc1[N+](=O)[O-]	3	28	3	-1	1.7	-4	-3	-57	5	-31
CCOC(=O)C(C)Sc1nc2c(cnn2-c2ccc(C)cc2)c(=O)[nH]1 (configuration not stated)	-3	.	6	0	0.9	5	-2	6	30	5
CCOc1ccc(OCC)c(-c2c(=O)n(OCc3ccc(Cl)cc3)c3ccccc3[n+]2[O-])c1	-9	21	-4	1	0.1	8	4	12	10	18
CCC1CCCCN1CCCNC(=O)c1ccc2c(c1)c(C)c(C)n2C (configuration not stated)	-12	-6	-1	5	-0.5	4	2	-3	-5	-2
CCc1nc(CNC(=O)c2cc(OC)c(OC)c(OC)c2)no1	3	20	-6	-1	-0.2	-4	-5	13	-2	-22
CCc1ccc(N(CC(=O)NC(C)C)C(=O)CCC(=O)Nc2ccccn2)cc1	-2	10	0	6	-16	-3	-6	-12	-14	-28
Cc1ccc(S(=O)(=O)N(C)Cc2cc3cc(C)ccc3[nH]c2=O)cc1	10	36	-5	0	0.1	-2	-1	16	-2	-17
Cc1nc2c(cc1N)nc(C)n2Cc1ccccc1	-2	2	3	3	-0.1	0	-2	7	0	-1
O=C(CN1CCN(Cc2ccccc2Cl)CC1)N/N=C/c1ccccn1	-3	19	-2	3	-0.2	3	-6	2	4	-12
O=C(Nc1ccc(S(=O)(=O)NCC2CCCO2)cc1)c1cnccn1 (configuration not stated)	9	17	-4	-3	-0.2	-6	1	-21	-4	-3
CCc1nnc2c(NCCc3ccccc3)nc3ccccc3n12	4	-3	12	9	1.6	-5	-1	-3	-6	5
CC(=O)Nc1ccc(NC(=O)/C=C/c2ccc3c(c2)OCO3)cc1	16	8	-6	-2	1.5	7	7	-51	-5	-2
O=C(CCCSc1nc2ccccc2[nH]1)NCc1ccccc1Cl	2	7	-2	0	-0.9	2	33	25	-13	-9
CC12CC3CC(C)(C1)CC(C(=O)NC(=S)N1CCCCC1)(C3)C2	0	30	9	2	-0.5	0	2	-5	-6	-27
CCN1CCN(C(=O)CN(CC)S(=O)(=O)c2ccc(Cl)cc2)CC1	1	21	-1	1	0.0	-12	1	15	0	-29
COc1ccc(OC)c(C2C(C(=O)Nc3cccnc3)=C(C)NC3=C2C(=O)CCC3)c1 (configuration not stated)	29	-4	4	2	-0.4	6	-4	24	-4	-19
COc1cccc(CNC(=O)Cn2cc3c(n2)CCCCC3)c1	-2	34	.	.	-0.1	-8	0	-6	-2	.
COc1ccccc1-c1nc(SCC(=O)Nc2ccccc2)n[nH]1	28	30	-4	1	0.0	-3	1	28	-1	-20
COC(=O)/C=C1\SC(=Nc2ccc(OC)cc2)NC1=O	-1	22	-9	-1	-0.1	-1	2	-33	-20	0
CCCCC(SCC(=O)Nc1ccccc1)C(=O)O (configuration not stated)	2	24	1	-2	0.6	3	-1	-31	3	-35
Cc1nn(C)c(Cl)c1CN1CCN(CC(C)C)C(CCO)C1 (configuration not stated)	-4	16	4	-2	0.0	2	1	-6	4	-30
CCN(C(=O)C1CCCN1S(=O)(=O)c1ccc2c(c1)n(C)c(=O)c(=O)n2C)c1ccccc1 (configuration not stated)	-5	17	4	-6	0.0	-5	15	0	-3	-17
Cc1cccc(C(=O)NCC(=O)OCc2nnc(-c3ccccc3)o2)c1	-5	12	.	.	0.4	4	25	-27	2	.
O=C(CCN1CCCC1)Nc1ccccc1	-7	15	-2	2	-0.1	-8	0	9	-1	-17
CCCCn1c(O)c(N=NC(=O)c2ccncc2)c2cc(Br)ccc21	-11	3	4	-5	0.3	-2	2	3	83*	6
O=C(Nc1cc(Cl)ccc1Cl)c1ccc(-c2ccccc2)cc1	11	38	-8	-2	1.2	12	-3	-40	1	-1
COc1ccc(-c2cn[nH]c2C)cc1OC	-7	17	-3	3	0.1	-5	3	28	45	-4
CC(=O)CSc1nc2c(c(=O)[nH]c(=O)n2C)n1CCCc1ccccc1	18	15	4	-3	-9.6	11	3	49	-3	-46
CCCN1C(=O)c2ccc(C(=O)Nc3ccc4c(c3)OCO4)cc2C1=O	31	-3	2	-4	1.1	11	21	-41	-1	-59
Cc1ccc(S(=O)(=O)N2CCN(c3ccc([N+](=O)[O-])c4cccnc34)CC2)cc1	17	28	0	3	0.0	-3	18	32	4	7

Some entries already given, showing only Platelet DG rel, HSF1 activator and HSF1 inhib:
smiles | Platelet DG rel | HSF1 activator | HSF1 inhib
O=C(CCN1CCCC1)Nc1ccccc1 | 0 | -7 | -8
CCN(C(=O)C1CCCN1S(=O)(=O)c1ccc2c(c1)n(C)c(=O)c(=O)n2C)c1ccccc1 (configuration not stated) | 15 | -5 | -5

Further compounds.
SMILES	HSF1 activator	AI-2 QS modul	IEC-6 tox	HSP90 inh	HIF activator	HSF1 inhib	Platelet DG rel	aSyn UTR inh	SKKanGAS inh	KLF5 inhibitor
C/C(CCC(=O)O)=N/Nc1ccc([N+](=O)[O-])cc1[N+](=O)[O-]	-37	5	-7	-1	-1.0	-22	5	-20	0	7
CC1=Nc2ccc(C)cc2/C1=C/c1c(N)n2c(S(=O)(=O)C(C)C)nsc2nc1=O	-7	26	1	-2	-0.3	-6	1	2	29	-14
CCC(C)N(C(=O)CSc1nnc(-c2ccco2)n1C)C1CCS(=O)(=O)C1 (configuration not stated)	-5	6	.	.	-0.2	-1	-17	1	-11	.
COc1ccc(CN2C(=O)c3cccnc3C2=O)cc1S(=O)(=O)N1CCOc2ccccc21	10	38	2	-2	0.1	-2	11	4	-5	-16
CCN(Cc1ccccc1)C(=O)CN1C(=O)c2ccccc2C1=O	4	10	-2	2	0.6	0	-4	-4	3	-19
COC(=O)CCSc1cc(NCCOC(C)=O)c([N+](=O)[O-])c2nonc12	10	9	2	2	0.3	5	18	1	0	-18
CC(=O)Nc1n[nH]c(-c2ccc(C)cc2)c1C	9	3	-1	-4	0.2	-7	0	-42	1	-19
CCCCCSc1nc2c(c(=O)[nH]c(=O)n2C)n1CCc1ccccc1	-1	43	.	.	0.3	-2	5	29	2	.
COc1ccc(OCCN(C)CC(=O)Nc2c(C)cccc2C)cc1	6	25	0	-1	0.3	-3	2	3	2	-21
O=C(CCc1nc2ccccc2[nH]1)Nc1ccc2c(c1)OCCO2	-45	-8	4	2	0.1	-33	-3	-17	1	-7
C/C(CC(=O)Nc1ccc(Cl)cc1C(F)(F)F)=N\NC(N)=S	4	18	8	3	-0.2	-1	-3	-28	-4	-8
COc1cnn(-c2cccc(C)c2)c(=O)c1Cl	6	4	2	-4	0.3	3	-2	-12	3	-32
